Screens deposited in PubChem by National Center for Advancing Translational Sciences (NCATS).
TbPYK inhibitor – qHTS of Trypanosoma Brucei Inhibitors | pyruvate kinase (Trypanosoma brucei), Q57TT1 | TbPYK enzyme, Kinase-Glo Plus ATP luminescence, 45 min | Potency, µM (titrated, usually from 76.8 µM), for inactives: at the top dose activity, negative = inhibition, most hits filed as inhibitors | 0.12% of 410,000 active | AID 624173, 2012; further: potency means the concentration at half of the fitted maximal effect; nearly all actives have a fitted effect of over 50% in size
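T. brucei PYK with substrate was exposed to pin-transferred compounds across a concentration series, then started with 130 uM ADP (final). After 45 min at room temperature, Kinase-Glo Plus luminescence was read, normalized and curve-fitted.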
AmpC inh no detg – qHTS Inhibitors of AmpC Beta-Lactamase (assay without detergent); P00811; AmpC nitrocefin hydrolysis, absorbance 480 nm, 0.0001% Triton; 0.52% of 330,000 active; AID 485341, 2010; Potency, µM (highest dose often 57.1 µM), without a hit: at the top dose activity change, negative = inhibition, actives largely listed as inhibitors;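 further: potency means the concentration at half of the fitted maximal effect; plate controls were no compound for no effect and no enzyme for full effect; nearly all actives have a fitted effect of over 20% in size; some results filed as inactive show a strong effect at the top dose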
Target sequence (P00811 whole entry, looked up): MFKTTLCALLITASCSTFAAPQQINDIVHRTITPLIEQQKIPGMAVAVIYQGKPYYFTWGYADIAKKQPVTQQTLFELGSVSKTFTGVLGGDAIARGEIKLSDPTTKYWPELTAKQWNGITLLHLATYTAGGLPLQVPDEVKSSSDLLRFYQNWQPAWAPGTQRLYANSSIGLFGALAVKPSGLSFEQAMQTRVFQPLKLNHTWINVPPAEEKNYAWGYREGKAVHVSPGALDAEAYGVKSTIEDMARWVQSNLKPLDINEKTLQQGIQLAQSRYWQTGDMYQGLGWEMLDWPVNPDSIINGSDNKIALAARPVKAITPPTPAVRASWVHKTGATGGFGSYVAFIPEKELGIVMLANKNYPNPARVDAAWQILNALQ
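AmpC (5.3 nM in the dispensed reagent) in 20 mM phosphate pH 7.0 with 0.01% (detergent screen) or 0.0001% Triton X-100 was preincubated with compounds for 15 min at room temperature. Nitrocefin was then added from an 800 uM solution, and hydrolysis was followed at 480 nm.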
AmpC detergent – qHTS Inhibitors of AmpC Beta-Lactamase (assay with detergent); AmpC hydrolysis of nitrocefin, absorbance 480 nm, 0.01% Triton; Potency, µM (highest dose often 114 µM), inactives show top-dose activity change, negative = inhibition, actives largely listed as inhibitors; 0.041% of 370,000 active;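 further: potency means the concentration at half of the fitted maximal effect; 0% = no-compound wells and -100% = no-enzyme wells; nearly all actives have a fitted effect of over 25% in size; some results filed as inactive show a strong effect at the top dose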
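AmpC (5.3 nM in the dispensed reagent) in 20 mM phosphate pH 7.0 with 0.01% (detergent screen) or 0.0001% Triton X-100 was preincubated with compounds for 15 min at room temperature. Nitrocefin was then added from an 800 uM solution, and hydrolysis was followed at 480 nm.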
HCMV inh – qHTS Assay for inhibitors of the human cytomegalovirus (HCMV). HFF cells, HCMV-luciferase reporter, 72 h; active compounds read low. activity change, negative = inhibition, % at 57.5 µM. 4.5% of 410,000 active; in the data active means activity change below about -60%; inconclusive means no clear call, values can overlap the other calls; inactive means above about -39%
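Inhibition of viral replication was scored as loss of reporter luminescence in HFFs infected with HCMV-luciferase (MOI 1 PFU/cell) for 72 h; compounds tested at 2 doses, normalized to buffer and Salinomycin controls.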
LmPK inh – qHTS Assay for Inhibitors of Leishmania Mexicana Pyruvate Kinase (LmPK); Q27686; purified LmPK, Kinase-Glo ATP luminescence, 1 h; Potency, µM (series often up to 57.5 µM), without a hit: top-dose activity change, negative = inhibition, most hits filed as inhibitors; 0.37% of 290,000 active; further: potency means the concentration at half of the fitted maximal effect
Target sequence (Q27686 whole entry, looked up): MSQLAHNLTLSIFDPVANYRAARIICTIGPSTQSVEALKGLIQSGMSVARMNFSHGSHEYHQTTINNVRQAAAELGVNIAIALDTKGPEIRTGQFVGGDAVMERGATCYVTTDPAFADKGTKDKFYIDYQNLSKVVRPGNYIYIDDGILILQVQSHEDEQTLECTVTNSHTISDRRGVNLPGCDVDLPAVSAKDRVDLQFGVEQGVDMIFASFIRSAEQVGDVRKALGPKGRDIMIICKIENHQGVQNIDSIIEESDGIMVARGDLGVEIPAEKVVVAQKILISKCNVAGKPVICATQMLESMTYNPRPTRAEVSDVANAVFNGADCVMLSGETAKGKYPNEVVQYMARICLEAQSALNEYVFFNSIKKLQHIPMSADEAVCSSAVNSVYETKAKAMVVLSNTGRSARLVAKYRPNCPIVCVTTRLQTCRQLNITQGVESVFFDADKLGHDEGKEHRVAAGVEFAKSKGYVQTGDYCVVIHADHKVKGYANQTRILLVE
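In 50 mM imidazole pH 7.2 with 7 mM MgCl2, LmPK (0.1 nM) turned over PEP (0.5 mM) and ADP (0.1 mM) for 1 h at room temperature. Luciferase read-out of ATP.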
HCV inh – qHTS Assay for Inhibitors of Hepatitis C Virus (HCV) | Huh7.5.1 HCVcc-Cre infection, luciferase reporter, 44 h | Potency, µM (doses to about 41.8 µM), for the others: at the highest dose activity change, negative = inhibition, usual class: inhibitors | 3.4% of 340,000 active | AID 651820, 2012; further: potency means the concentration at half of the fitted maximal effect
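A cell-based infection assay in which seeded cells (1,000 per well) receive test compound after 4 h, are inoculated with HCVcc-Cre at approximately 0.5 moi, and are incubated 44 h before luminescence detection.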
AMA1 RON2 block – qHTS for Inhibitors of AMA1-RON; Towards Development of Antimalarial Drug Lead: Primary Screen. 0.2% of 360,000 active. Potency, µM (titrated, usually from 58.2 µM), inactives show at the highest dose activity change, negative = inhibition, actives largely listed as inhibitors. AlphaScreen AMA1-biotinylated RON2 peptide binding;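 further: potency means the concentration at half of the fitted maximal effect; 0% = vehicle wells and -100% = peptide control; nearly all actives have a fitted effect of over 45% in size; some results filed as inactive show a strong effect at the top dose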
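AMA1 (3D7) with his tag at 25 nM final met compounds first, then biotinylated RON2 peptide at 25 nM; detection used donor plus acceptor beads, 10 µg/mL apiece, read by AlphaScreen after 30 min at room temperature.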
Starred values were filed as active, the others as inactive; ? = inconclusive; nt = not tested or not shown; [ ] = dose if it differs, or a comment. Unless noted, the call rests on the fitted dose curve; in most records, active means well fitted curve in the direction sought with a large enough effect; inconclusive means small, poorly fitted or top-dose-only effect, or another doubt; inactive means no such curve, though single readings can be large; an effect the other way counts as inactive or inconclusive. Unless noted, on the % scale 0 is the no-effect control and ±100 the full control effect.

nr | SMILES | TbPYK inhibitor | AmpC inh no detg | AmpC detergent | HCMV inh | LmPK inh | HCV inh | AMA1 RON2 block
1 | COc1ccc(-n2c(O)c(/C=N/NS(=O)(=O)c3ccc(C)c([N+](=O)[O-])c3)c3ccccc3c2=O)cc1OC | -18% | 50% | 0% | -17 | 2% | 1% | 28%
2 | CCCn1c(N)c(C(=O)CSc2nnc(Cc3cccs3)n2C2CC2)c(=O)[nH]c1=O | -18% | nt | nt | -10 | nt | nt | -2%
3 | CCn1c(SCC(=O)Nc2ccc(NC(C)=O)cc2)nc2c([nH]c3ccccc32)c1=O | 2% | -17% | -9% | 71 | 2% | nt | -4%
4 | CC(C)(C)C(=O)NC1CC2CCCC(C1)N2C(=O)Nc1ccc(Cl)cc1 (stereo not drawn) | -2% | -3% | -4% | 9 | -3% | 7% | -2%
5 | Cc1cc(C)nc(SCC(=O)N2CCCCC2)n1 | -3% | -11% | -14% | -30 | 10% | 9% | -2%
6 | NC(=O)C1CCCN(C(=O)CCC(=O)c2cccs2)C1 (stereo not drawn) | 1% | -17% | nt | 7 | nt | 8% | 21%
7 | CC(=O)Nc1ccc(C(=O)N(C)c2ccccc2)cc1 | -4% | -6% | -4% | 7 | -3% | -7% | -4%
8 | O=C1NC2(CCCCC2)Oc2ccccc21 | -2% | -25% | 7% | -19 | 5% | 4% | 4%
9 | Cc1c(NC(=O)CN2C(=O)C3C4C=CC(C4)C3C2=O)c(=O)n(-c2ccccc2)n1C (stereo not drawn) | -8% | -7% | 5% | 44 | 1% | 25% | 0%
10 | COC(=O)c1ccc(Cn2c(SCC(=O)N(C)c3ccccc3)nc3ccccc32)cc1 | 0% | nt | 18% | -7 | nt | nt | nt
11 | CCOCC(=O)Nc1sc2c(c1C(=O)OCC)CCCC2 | -3% | 4% | -14% | -10 | -3% | ? | -10%
12 | CC(C)(C)OC(=O)NCCCCCNC(=O)c1[nH]cnc1C(=O)N[C@@H](CCCCNC(=O)OC(C)(C)C)C(=O)OC(C)(C)C | 3% | 216%[activator] | 8% | nt | 0% | ? | 138%[activator]
13 | Cc1ccc(CN(C)c2ccc(S(=O)(=O)N3CCCC3)cn2)cc1 | -5% | -7% | nt | 17 | nt | ? | -15%
14 | CC1CCc2cc(F)ccc2N1S(=O)(=O)c1ccc(Cl)nc1 (stereo not drawn) | -8% | -17% | -13% | ? | -2% | 5% | 6%
15 | CCCCn1c(-c2csc(CC)c2)n[nH]c1=S | 4µM* | -15% | ? | 17 | ? | 6% | 61%[activator]
16 | O=C(CCCCCNC(=O)N1CCn2c1nc1ccccc12)N[C@H](C(=O)O)c1ccccc1 | -2% | -15% | ? | 14 | -4% | 4% | 3%
17 | O=C(CN1C(=O)C(=O)N(CCC2=CCCCC2)C1=O)c1c[nH]c2ccccc12 | 5% | -33% | nt | -23 | nt | -10% | -9%
18 | COc1cccc(CC2(CO)CCN(C(=O)NCCc3ccccc3)CC2)c1 | 1% | 60% | 0% | 14 | 7% | -24% | -10%
19 | O=C(CC(SCCO)c1ccc2c(c1)OCO2)c1cccs1 (stereo not drawn) | -31% | -26% | ? | -20 | -23% | ? | 4%
20 | O=C(O)c1ccc(/C=C/c2nc3sc4c(c3c(=O)[nH]2)CCC4)cc1 | -1% | -14% | 6% | -19 | -2% | -23% | 13%
21 | O=C(/C=C/c1c(F)cccc1Cl)c1ccc(O)cc1 | -9% | -42% | 2% | -18 | -11% | 11µM* | -7%
22 | COc1ccc(C2CC(C(F)(F)F)n3nc(C(=O)O)c(Br)c3N2)cc1 (stereo not drawn) | -12% | -18% | -13% | 4 | 2% | 4% | 1%
23 | COC(=O)C(C#N)C(=C1C(=O)CC(C)(C)CC1=O)c1ccc(O)cc1 (stereo not drawn) | -4% | -5% | -3% | -19 | -2% | 1% | -7%
24 | CCCCNC(=O)CNC(=S)N(Cc1ccc(C)cc1)Cc1ccco1 | -11% | 30% | 3% | -31 | 0% | 8% | -9%
25 | COc1ccc(OC)c(CCNC(=O)CN2C(=O)COc3ccc(S(=O)(=O)N4CCOCC4)cc32)c1 | 13% | 30% | -7% | -72* | -1% | -5% | 6%
26 | OCCCCNCc1ccc(OCc2ccccc2Cl)cc1 | -2% | 29% | -13% | ? | -1% | -26% | -3%
27 | COc1cc(C(=O)NC(=S)Nc2cccc(-c3cc4ccccc4oc3=O)c2)cc(OC)c1OC | 0% | -8% | -4% | -38 | 0% | ? | -5%
28 | CCNS(=O)(=O)c1ccc(NC(=O)c2ccccc2OCC)cc1 | -3% | -29% | ? | 11 | -1% | 5.6µM* | 1%
29 | Cc1ccn(CC(=O)N2CCCC(Nc3ccc(F)c(F)c3)C2)n1 (stereo not drawn) | -7% | -8% | -1% | 2 | -10% | 24% | 11%
30 | O=C1OCCC1Sc1nnnn1-c1ccc(Cl)cc1 (stereo not drawn) | 4% | -3% | 1% | 15 | 2% | ? | -8%
31 | CC(C)C1/C(=N/O)CC(c2ccccc2)NC1c1ccccc1 (stereo not drawn) | 3% | -13% | 2% | -2 | 0% | ? | -15%
32 | C=CCn1c(SCC(=O)c2c(C)[nH]c3ccccc23)nnc1-c1ccncc1 | 6% | -5% | 1% | ? | 0% | 4% | -4%

Results in sequence from the list:
HCV inh, nos. 27–31: ?, 5.6µM*, 24%, ?, ?

Sorted by molar mass (rising): part of the list above
nr | SMILES | TbPYK inhibitor | AmpC inh no detg | AmpC detergent | HCMV inh | LmPK inh | HCV inh | AMA1 RON2 block
31 | CC(C)C1/C(=N/O)CC(c2ccccc2)NC1c1ccccc1 (stereo not drawn) | 3% | -13% | 2% | -2 | 0% | ? | -15%
26 | OCCCCNCc1ccc(OCc2ccccc2Cl)cc1 | -2% | 29% | -13% | ? | -1% | -26% | -3%
23 | COC(=O)C(C#N)C(=C1C(=O)CC(C)(C)CC1=O)c1ccc(O)cc1 (stereo not drawn) | -4% | -5% | -3% | -19 | -2% | 1% | -7%
28 | CCNS(=O)(=O)c1ccc(NC(=O)c2ccccc2OCC)cc1 | -3% | -29% | ? | 11 | -1% | 5.6µM* | 1%
24 | CCCCNC(=O)CNC(=S)N(Cc1ccc(C)cc1)Cc1ccco1 | -11% | 30% | 3% | -31 | 0% | 8% | -9%
32 | C=CCn1c(SCC(=O)c2c(C)[nH]c3ccccc23)nnc1-c1ccncc1 | 6% | -5% | 1% | ? | 0% | 4% | -4%
22 | COc1ccc(C2CC(C(F)(F)F)n3nc(C(=O)O)c(Br)c3N2)cc1 (stereo not drawn) | -12% | -18% | -13% | 4 | 2% | 4% | 1%
27 | COc1cc(C(=O)NC(=S)Nc2cccc(-c3cc4ccccc4oc3=O)c2)cc(OC)c1OC | 0% | -8% | -4% | -38 | 0% | ? | -5%
25 | COc1ccc(OC)c(CCNC(=O)CN2C(=O)COc3ccc(S(=O)(=O)N4CCOCC4)cc32)c1 | 13% | 30% | -7% | -72* | -1% | -5% | 6%

Next section
nr | SMILES | TbPYK inhibitor | AmpC inh no detg | AmpC detergent | HCMV inh | LmPK inh | HCV inh | AMA1 RON2 block
33 | Cc1c(NS(=O)(=O)c2ccc(Br)s2)c(=O)n(-c2ccccc2)n1C | -2% | nt | -7% | 13 | 0% | 7% | 5%
34 | COc1ccc(CCNC(=O)C23CN(Cc4ccccc4)CC2C(c2ccc([N+](=O)[O-])cc2)=NO3)cc1 (stereo not drawn) | 0% | -3% | 1% | 13 | 3% | ? | -24%
35 | O=c1[nH]c2ccccc2nc1C(F)(F)F | -10% | -27% | 5% | 11 | 1% | 17% | -8%
36 | COc1cccc(OC)c1OCCOCCn1cnc2ccccc2c1=O | -1% | 8% | 4% | 29 | 1% | 3% | -9%
37 | CCc1ccccc1-n1ncc(C(=O)Nc2ccccc2OC)c1C | 0% | 43% | -1% | -18 | 0% | -17% | 1%
38 | COc1ccc(NC(=O)C(c2ccc(C)cc2)N(C)C(=O)c2cnccn2)cc1 (stereo not drawn) | 7% | 31% | -5% | -23 | -12% | -3% | -11%
39 | Cc1ccc(NC(=O)N2CCCn3c(SCC(=O)c4ccccc4)nnc32)cc1 | -5% | -16% | -13% | -36 | 1% | 21% | 0%
40 | COc1ccc2nc(SCC(=O)Nc3ccccc3C)[nH]c2c1 | 1% | -48% | -2% | -9 | 3% | 2% | 6%
41 | O=C(CCC1CCCCC1)NCCS(=O)(=O)N1CCN(c2ccc(F)cc2)CC1 | -13% | 1% | 0% | -28 | nt | -24% | -7%
42 | COc1ccc(CSc2nnc(NC(C)=O)s2)cc1[N+](=O)[O-] | -19% | -18% | -5% | 38 | 0% | 12% | -4%
43 | CCCCn1nc2cc(C(=O)NCC3CC3)ccc2c1OCC | -2% | -23% | 4% | -8 | -6% | -28% | 0%
44 | CC1CCCCN1C(=O)Nc1ccccc1Cl (stereo not drawn) | -2% | -4% | 2% | -17 | 7% | 6% | -6%
45 | COc1ccc(-c2csc3ncn(-c4cccc(C)c4)c(=O)c23)cc1OC | -4% | 127%[activator] | -3% | -30 | 5% | ? | -7%
46 | CCOC(=O)c1c(C)[nH]sc1=S | ? | -23% | -1% | 3 | 1% | 9% | 65%[activator]
47 | COc1ccc(CCNC(=O)c2cnc(Cl)c(Cl)c2)cc1 | -1% | -21% | -14% | 27 | 1% | 22% | 24%
48 | CCn1cc(CN2CCC(n3nccc3NC(=O)c3cccc(F)c3)CC2)c(C)n1 | -9% | 60%[activator] | -5% | -38 | -1% | nt | -13%
49 | CCCC(=O)Nc1cc(-c2nc3cccnc3s2)ccc1C | -4% | nt | -6% | 48 | nt | nt | nt
50 | Cc1ccc(S(=O)(=O)c2cc3c(=O)n4ccccc4nc3n(C)c2=N)cc1 | -1% | -6% | 1% | 13 | 9% | -15% | 4%
51 | Cc1ccc(C(=O)NNC(=O)CNc2cccc(Cl)c2)cc1 | -3% | -12% | -1% | 42 | -6% | -19% | 28%
52 | CC(=O)NC(CCCN1C(=O)c2ccccc2C1=O)c1nnn(C)n1 (stereo not drawn) | -9% | -15% | -2% | 76 | 2% | 4% | 9%
53 | CCOC(=O)N1CCN(S(=O)(=O)c2ccc(C)cc2)C1 | -2% | -2% | -6% | -11 | 3% | 24% | -2%
54 | Cc1ccc(S(=O)(=O)Oc2ccc3ccc(O)cc3c2)cc1 | 0% | -50% | 0% | 4 | -2% | 7% | 3%
